RBBP9 inh = human RBBP9 inhibitors, primary screen, biochemical, fluorescence polarization, FP-Rh probe, HTS; inhibition, % at 7.94 µM; 0.2% of 220,000 active; AID 1515, 2009; Serine hydrolase RBBP9 (Homo sapiens), O75884; recombinant RBBP9;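 active = inhibition above the campaign mean of all tested compounds plus 3 SD, cut at about 14% in these data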;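 also: plate controls were DMSO wells with RBBP9 for no effect and wells lacking RBBP9 protein for full effect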
Target sequence (O75884 whole entry, looked up): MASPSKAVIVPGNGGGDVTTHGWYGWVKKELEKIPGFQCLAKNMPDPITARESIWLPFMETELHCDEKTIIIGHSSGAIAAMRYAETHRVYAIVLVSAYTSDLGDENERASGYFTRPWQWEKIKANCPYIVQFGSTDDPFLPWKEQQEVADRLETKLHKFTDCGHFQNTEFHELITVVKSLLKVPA
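Test system: recombinant human RBBP9. Quantity: 2.5 µM RBBP9 dispensing solution, before mixing. Detection: FP readout at 525/598 nm. Reagent: Serine-hydrolase probe FP-Rh, 375 nM pre-mixing. Measure: % inhibition. Control set: DMSO-treated enzyme wells and wells lacking RBBP9. Buffer or medium: Tris-NaCl-Pluronic buffer, pH 8.0. Times: preincubation 30 min plus labeling 45 min at 25 °C.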
TNF death inh = inhibitors of TNF-alpha triggered necroptosis, primary screen, cell-based, Jurkat FADD-/-, single concentration | AID 463075, 2010 | activation (protection from cell death), % at 10 µM | 0.068% of 220,000 active | Jurkat FADD-/- TNF necroptosis rescue, ATP luminescence, 24 h; 0 = TNF only, 100 = no-TNF cells;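 active = activation, meaning protection from cell death, of at least 50% relative to plate controls; inactive = activation below 50%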;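 also: necroptosis triggered by 40 ng/mL TNF-alpha added together with compound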
PPC-1+TRAIL kill = compounds killing PPC-1 cancer cells with TRAIL present, primary screen, TRAIL potentiator project, ATPLite luminescence, uHTS. PPC-1 cells + TRAIL, ATPLite viability luminescence. AID 1443, 2008. cell killing (% activity), % at 4 µM. 0.41% of 220,000 active;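 active = cell killing above 50% in the first pass at 4 µM, then a duplicate retest at 5 µM averaging 50% or more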;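 also: plate controls were cells with TRAIL plus DMSO for no effect and medium-only wells lacking cells for full effect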
zfTRPN1 agonist = zebrafish TRPN1 channel agonists, primary screen, cell-based, HEK293, calcium fluorescence; HEK293 zebrafish TRPN1-YFP, Fluo-8 calcium fluorescence; 100% = response to 87 µM carbachol; 0.18% of 220,000 active; activation, % at 3 µM; transient receptor potential cation channel N1 (TRPN1/NompC), Danio rerio; AID 1424, 2008;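 active = activation above its plate's cutoff, the mean activation of test wells on that plate plus 3 SD, cut at about 19% in these data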;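 also: 0% = DMSO alone and 100% = 87 µM carbachol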
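Control set: carbachol 87 µM as high control, DMSO as low control; system: HEK293 stable line with zebrafish TRPN1-YFP; read-out: % activation versus carbachol response; detection: intracellular calcium fluorescence with Fluo-8; doses: single test compound dose, 3 µM nominal, 0.3% DMSO; schedule: dye 1 h 37 °C plus 30 min RT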
BaF3 tox = parental Ba/F3 cell viability inhibition, counter-screen for JAK2V617F inhibitor project, murine pro-B, CellTiter-Glo luminescence. CellTiter-Glo ATP luminescence. AID 1486, 2009. 1.1% of 220,000 active. inhibition, % at 5.6 µM;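 active = inhibition above a per-campaign cutoff, the mean inhibition of all tested compounds plus 3 SD, cut at about 27% in these data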;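 also: 0% = DMSO wells and 100% = JAK Inhibitor I control wells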
CHOP inh = inhibitors of CHOP promoter induction, primary screen, cell-based, unfolded protein response, luciferase reporter | CHO-K1 CHOP-promoter luciferase, tunicamycin-induced, 15-18 h | inhibition, % at 10 µM | 3.8% of 220,000 active;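 active = compounds that reduced the stress-induced luciferase reporter signal by more than about 70% of percent inhibition, limit read from the data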;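 also: 0% = tunicamycin plus vehicle and 100% = wells without tunicamycin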
TRPML3 ag = human TRPML3 channel agonists, primary screen, cell-based, HEK293 TRPML3-YFP, Fluo-8 calcium fluorescence, 3 µM | Mucolipin-3 (Homo sapiens), Q8TDD5 | 100% = the carbachol control signal | activation, % at 3 µM | 0.29% of 220,000 active | AID 1448, 2008;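 active = activation above its plate's cutoff, the mean activation of the plate's test wells plus 3 SD, cut at about 12% in these data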;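 also: 0% = DMSO only wells and 100% = carbachol wells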
Target sequence (Q8TDD5 whole entry, looked up): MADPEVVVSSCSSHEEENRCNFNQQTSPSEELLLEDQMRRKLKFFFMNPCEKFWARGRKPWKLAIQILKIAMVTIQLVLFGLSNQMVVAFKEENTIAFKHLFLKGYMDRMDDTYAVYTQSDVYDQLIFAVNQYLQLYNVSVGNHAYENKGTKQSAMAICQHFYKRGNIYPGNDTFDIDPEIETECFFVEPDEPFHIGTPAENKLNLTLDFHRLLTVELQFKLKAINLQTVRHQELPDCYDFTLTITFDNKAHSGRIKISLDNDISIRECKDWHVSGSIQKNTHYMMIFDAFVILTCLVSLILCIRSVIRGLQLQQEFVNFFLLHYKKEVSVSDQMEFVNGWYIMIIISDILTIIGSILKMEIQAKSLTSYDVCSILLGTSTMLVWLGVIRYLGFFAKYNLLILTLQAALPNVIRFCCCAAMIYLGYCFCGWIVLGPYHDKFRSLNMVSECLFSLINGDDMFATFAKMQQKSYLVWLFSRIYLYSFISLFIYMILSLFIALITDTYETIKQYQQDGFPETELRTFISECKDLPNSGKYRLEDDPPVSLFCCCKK
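Test system – HEK293 line with stable expression of human TRPML3-YFP channel · Control set – carbachol 87 µM final as high control (100%), DMSO as low control (0%) · Signal – Fluo-8 calcium dye fluorescence, ex 470-495, em 515-575 nm · Incubation – 1-h 37 °C dye load, 5-s basal, 120-s post-compound reads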
Ba/F3 V617F tox = reduced viability of JAK2V617F-dependent Ba/F3 cells, primary screen, JAK2V617F inhibitor project, cell-based, Ba/F3 EpoR-JAK2V617F, luminescence | ATP luminescence | inhibition, % at 5.6 µM | 1.1% of 220,000 active;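 active = inhibition above the campaign mean plus 3 SD over all tested compounds, cut at about 24% in these data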;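 also: cytokine-independent growth of Ba/F3 cells driven by EpoR plus mutant JAK2; 0% = DMSO-treated cells and 100% = JAK inhibitor I control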
Wee1 degr inh = Wee1 degradation inhibitors, primary screen, cell-based, HeLa, Wee1K328M-luciferase, luminescence; Wee1-like protein kinase (Homo sapiens), P30291; 1.2% of 220,000 active; HeLa Luc-Wee1K328M stability; 100% = proteasome inhibitor MG132 effect; reporter increase, % at 5 µM;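 active = activation above the mean of all tested compounds plus 3 SD, set per screening run, cut at about 8.8% in these data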;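 also: cells exposed to compound for 20 h before luminescence read; 0% = DMSO alone and 100% = MG132 at 30 µM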
Numbers without * were called inactive. Compounds as they come, and some 6.8% of all compounds hit somewhere here.

#1 COc1ccc(CCN(Cc2nc(-c3ccccc3)no2)Cc2nc(-c3ccccc3)no2)cc1OC
#2 COC(=O)C1(C)Cc2cc(OC(C)=O)c(OC(C)=O)cc2N1 (stereo not given)
#3 CCN1CCN(C(=O)C2c3cc(OC)c(OC)cc3C(=O)N(C)C2c2ccc(SC)cc2)CC1 (stereo not given)
#4 O=C(OC(C(=O)NCC1CCCO1)c1ccccc1F)c1ccco1 (stereo not given)
#5 Nc1nc(SCC(=O)Nc2ccc(Cl)cn2)n[nH]1
#6 CCOC(=O)c1sc(=S)n(-c2ccccc2Cl)c1C
compound no.,1,2,3,4,5,6
RBBP9 inh,0,4,4,3,-4,-2
TNF death inh,0.4,-15,1.3,-0.1,1.8,-1.3
PPC-1+TRAIL kill,-6,-9,9,-15,10,18
zfTRPN1 agonist,0.0,2.3,1.9,1.8,1.8,-2.8
BaF3 tox,3,17,5,2,5,1
CHOP inh,-7,-5,-25,18,-34,9
TRPML3 ag,0.8,0.7,0.1,0.1,0.4,-0.2
Ba/F3 V617F tox,-3,37*,3,-1,-4,1
Wee1 degr inh,-1,-1,6,0,-3,1

#7 CC(C)NC(=O)c1cc(=O)n(C)c(=O)n1C
#8 O=C(NCc1ccc(Cl)cc1)c1ncn[nH]1
#9 Cc1ccc(Nc2nnc(SCC(=O)Nc3cccnc3Cl)s2)cc1C
#10 COc1ccccc1CC(=O)Nc1ccc2nc(C)sc2c1
#11 O=C(N/C=C\c1ccccc1)NCc1ccc(Cl)cc1Cl
#12 Cc1ccc(C(=O)NCCCn2ccnc2)cc1[N+](=O)[O-]
compound no.,7,8,9,10,11,12
RBBP9 inh,-5,-3,-7,-6,-1,1
TNF death inh,-1.3,1.2,-1.1,1.0,-2.2,-2.9
PPC-1+TRAIL kill,20,20,29,20,0,22
zfTRPN1 agonist,2.8,1.9,-1.6,-0.7,0.0,-0.2
BaF3 tox,3,0,2,5,1,-1
CHOP inh,2,-2,29,-13,47,11
TRPML3 ag,0.4,0.2,-0.8,0.2,-0.9,-0.1
Ba/F3 V617F tox,1,-2,4,4,-1,-4
Wee1 degr inh,2,-5,6,3,-1,-1

#13 CCN(CC)C(=O)CSc1nc2ncccc2[nH]1
#14 CCOc1ncccc1C(=O)Nc1nc(C(C)(C)C)cs1
#15 Fc1ccc(Cn2nnnc2CN2CCN(C3CCCC3)CC2)cc1
#16 O=C(CN(Cc1ccc(F)cc1)C(=O)C1CSC(=O)C1)NC1CCCCC1 (stereo not given)
#17 Fc1ccc(CNC(=S)Nc2ccc(OC(F)F)cc2)cc1
#18 Cc1cc(C)nc(NS(=O)(=O)c2ccc(NC(=S)NC(=O)C(C)(C)C)cc2)n1
compound no.,13,14,15,16,17,18
RBBP9 inh,-11,0,-5,-1,-4,3
TNF death inh,0.3,0.9,2.7,-2.1,1.6,-0.9
PPC-1+TRAIL kill,13,9,31,8,9,20
zfTRPN1 agonist,2.4,-0.1,-0.7,-1.4,6.5,0.2
BaF3 tox,4,5,0,2,5,7
CHOP inh,2,67,-14,-10,18,30
TRPML3 ag,1.1,-1.1,0.1,-0.2,3.2,0.7
Ba/F3 V617F tox,6,-2,3,1,1,2
Wee1 degr inh,1,3,1,-1,2,1

#19 COc1cc(N2C(=O)CC3(CCCC3)CC2=O)cc(OC)c1OC
#20 CC1CCN(c2nc3nonc3nc2Nc2ccc(F)cc2)CC1
#21 COc1ccc(CCNC(=O)COC(=O)C2CC2)cc1
#22 CCCCC(CC)CNC(=O)c1ncn[nH]1 (stereo not given)
#23 CCCCc1nnc(NC(=O)CSc2nc(=O)cc(N)n2-c2ccccc2)s1
#24 CC(=O)c1ccc(NS(=O)(=O)c2ccccc2)cc1
compound no.,19,20,21,22,23,24
RBBP9 inh,-2,-1,-10,1,-1,-2
TNF death inh,1.1,1.0,0.4,0.7,0.9,5.3
PPC-1+TRAIL kill,12,19,-4,14,14,-4
zfTRPN1 agonist,0.2,-1.7,0.1,0.7,0.9,0.1
BaF3 tox,-2,8,8,12,3,-1
CHOP inh,-7,9,4,-9,16,38
TRPML3 ag,-0.1,-0.4,1.1,0.3,-0.6,0.0
Ba/F3 V617F tox,-2,2,5,0,5,0
Wee1 degr inh,-3,1,1,-3,-3,0

#25 CN(C)c1ccc(C2CNC(c3ccc(Cl)c([N+](=O)[O-])c3)c3[nH]c4ccccc4c32)cc1 (stereo not given)
#26 CCOC(=O)C1CCN(C(=O)CSc2cc(=O)n(C)c3ccccc23)CC1
#27 O=C(NCCSCc1ccco1)Nc1cc(Cl)cc(Cl)c1
#28 N#C/C(=C\c1ccc(Cl)c([N+](=O)[O-])c1)c1ccccn1
#29 COc1cc([N+](=O)[O-])ccc1N1C(=O)C2C3C=CC(C4CC34)C2C1=O (stereo not given)
#30 Cc1nnc(SCC(=O)Nc2ccc(N3CCOCC3)cc2)n1-c1ccccc1
compound no.,25,26,27,28,29,30
RBBP9 inh,4,-4,-18,-1,-3,-5
TNF death inh,-3.9,-2.1,1.1,-5.0,-0.4,-0.4
PPC-1+TRAIL kill,32,24,8,43,-12,9
zfTRPN1 agonist,-0.7,0.1,5.7,-0.5,0.7,0.3
BaF3 tox,-2,1,-1,3,0,0
CHOP inh,57,-13,70*,-10,4,0
TRPML3 ag,-0.1,0.3,0.3,0.9,1.0,-0.1
Ba/F3 V617F tox,-2,4,-3,-1,-2,-1
Wee1 degr inh,0,6,1,-2,1,-2

#31 COc1cc2c(cc1OC)C(/C(C#N)=N\O)=NC(C)(C)C2
#32 COc1ccc(N(CC(=O)Nc2cc(OC)ccc2OC)S(C)(=O)=O)cc1
#33 O=C(Nc1nc(=O)[nH]s1)c1ccccc1
#34 O=C1OC2(c3ccccc3)C3CCCC2C13
#35 C/C(=N\NC(=O)c1ccc(NS(=O)(=O)c2cccs2)cc1)c1ccccc1
#36 CC(=O)c1c(N2CCN(C(=O)C3CCCO3)CC2)nc(=S)n(-c2ccccc2)c1C (stereo not given)
compound no.,31,32,33,34,35,36
RBBP9 inh,5,-7,-3,4,-3,1
TNF death inh,0.3,0.4,0.7,-1.0,2.9,-1.2
PPC-1+TRAIL kill,13,-14,10,-7,15,25
zfTRPN1 agonist,1.3,-0.1,1.3,-1.4,-0.4,1.7
BaF3 tox,5,0,10,2,0,3
CHOP inh,32,11,8,-10,31,-25
TRPML3 ag,0.3,0.0,1.0,0.6,0.3,0.0
Ba/F3 V617F tox,2,-1,-2,-4,-3,0
Wee1 degr inh,2,-3,3,0,-2,1

#37 Cc1ccc(OCC(=O)N2CCOCC2)c([N+](=O)[O-])n1
#38 Cc1ccc(NC2=CC(=O)CC(c3ccco3)C2)c(N)c1 (stereo not given)
#39 CCOC(=O)C1CCN(c2c(NC3CCCc4ccccc43)c(=O)c2=O)CC1 (stereo not given)
#40 Cc1c(C(=O)OCC(=O)Nc2ccc3c(c2)OCO3)cccc1[N+](=O)[O-]
#41 N#CCCC12CCCCC1=Nc1ccccc12 (stereo not given)
#42 CNc1nc(SC)nc2ccccc12
compound no.,37,38,39,40,41,42
RBBP9 inh,-2,-4,0,-12,-10,0
TNF death inh,0.9,-2.2,-0.6,1.5,0.4,-0.2
PPC-1+TRAIL kill,10,9,19,11,-1,0
zfTRPN1 agonist,1.4,0.8,0.1,2.6,1.1,-0.9
BaF3 tox,-7,3,4,4,3,-2
CHOP inh,-11,17,-8,11,13,12
TRPML3 ag,0.6,0.4,0.7,0.2,1.1,-0.2
Ba/F3 V617F tox,-3,0,-3,1,5,-2
Wee1 degr inh,0,5,-2,0,-2,1

One compound at a time, from the list above:
Record of `CCOC(=O)C1CCN(c2c(NC3CCCc4ccccc43)c(=O)c2=O)CC1` (stereo not given) → RBBP9 inh = 0; TNF death inh = -0.6; PPC-1+TRAIL kill = 19; zfTRPN1 agonist = 0.1; BaF3 tox = 4; CHOP inh = -8; TRPML3 ag = 0.7; Ba/F3 V617F tox = -3; Wee1 degr inh = -2
Record of `Cc1ccc(NC2=CC(=O)CC(c3ccco3)C2)c(N)c1` (stereo not given) → RBBP9 inh = -4; TNF death inh = -2.2; PPC-1+TRAIL kill = 9; zfTRPN1 agonist = 0.8; BaF3 tox = 3; CHOP inh = 17; TRPML3 ag = 0.4; Ba/F3 V617F tox = 0; Wee1 degr inh = 5

The listing continues:
#43 CCN1CCN(CC(=O)N2CCCC(C(=O)c3ccc(Oc4ccccc4)cc3)C2)CC1 (stereo not given)
#44 O=C(O)Cn1cc(C(=O)C2CC2)c2ccccc21
#45 COC(=O)Nc1ccc2c(c1)N(C(=O)CCN1CCOCC1)c1ccccc1S2
#46 CCOC(=O)/C=C/C(=O)NNC(=O)c1ccccc1Cl
#47 O=C(COc1ccc2oc3c(c2c1)CCCC3)Nc1ccccn1
compound no.,43,44,45,46,47
RBBP9 inh,-6,-8,-6,-3,-3
TNF death inh,1.0,-1.5,-3.7,-2.4,-1.9
PPC-1+TRAIL kill,6,-10,29,8,8
zfTRPN1 agonist,0.2,0.3,0.1,0.2,-1.0
BaF3 tox,5,3,5,7,5
CHOP inh,23,23,10,23,-2
TRPML3 ag,1.7,0.4,0.7,1.1,-0.3
Ba/F3 V617F tox,0,4,0,-2,-3
Wee1 degr inh,-1,-1,-2,-2,2
